AGP1-GFP MLPCN – modulators of AGP1-GFP expression in yeast TOR pathway, primary screen, cell-based, multiplex flow cytometry, S. cerevisiae, MLPCN library. 3 h; GFP as percent of DMSO wells. GFP response vs DMSO, % at 10 µM. actives 0.02% (n = 320,000). AID 2066, 2009;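 active = GFP response relative to DMSO above a set limit, near screen average plus 3 SD, cut at about 150% in these data; inconclusive = fewer than 70 cells counted for the yeast strain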;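 note: median GFP channel fluorescence of the gated AGP1 strain per well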
MEX-5 binding – MEX-5 zinc finger RNA-binding disruptors – biochemical, C. elegans, fluorescence polarization, MLPCN library, primary screen | activity score (negative = inhibition of binding), % at 10 µM | AID 1832, 2009 | MEX-5/FITC-TCR2 RNA binding; active compounds read low | Zinc finger protein mex-5 (Caenorhabditis elegans), Q9XUB2 | actives 0.38% (n = 300,000);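 active = inhibition past about -25% in most replicates, and total fluorescence under double the plate's negative control median, limit read from the data; inconclusive = replicates evenly split on the limit, or fluorescence at least double controls; inactive = too little inhibition in most replicates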;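 note: 0% = DMSO and -100% = 5 µM competing unlabeled TCR2 RNA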
MCL1-BIM inh – inhibitors of MCL1 binding to BIM-BH3, primary screen, biochemical, fluorescence polarization; Induced myeloid leukemia cell differentiation protein Mcl-1 (Homo sapiens), Q07820; GST-MCL1 / FITC-Bim-BH3 fluorescence polarization; inhibition, % at 10.9 µM; actives 0.68% (n = 320,000); AID 2057, 2009;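 active = inhibition above the mean inhibition of all tested compounds plus 3 SD, set per campaign, cut at about 40% in these data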;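 note: 0% = DMSO wells and 100% = unlabeled Bim-BH3 peptide control; higher means more loss of mP so more displacement of Bim peptide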
GRK2 inh – compounds blocking aptamer binding on GRK2 – biochemical, human GRK2, bead flow cytometry, HTS, primary screen. AID 488847, 2010. inhibition of aptamer binding, % at 10 µM. FAM-aptamer displacement from GRK2. Beta-adrenergic receptor kinase 1 (Homo sapiens), P25098. actives 0.59% (n = 330,000);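 active = inhibition of aptamer binding above 40%, roughly 3 SD of noise, on plates passing a quality check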;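 note: median bead fluorescence of bound FAM aptamer so fluorescent compounds give negative values; no value below 0 was filed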
Target sequence (P25098 whole entry, looked up): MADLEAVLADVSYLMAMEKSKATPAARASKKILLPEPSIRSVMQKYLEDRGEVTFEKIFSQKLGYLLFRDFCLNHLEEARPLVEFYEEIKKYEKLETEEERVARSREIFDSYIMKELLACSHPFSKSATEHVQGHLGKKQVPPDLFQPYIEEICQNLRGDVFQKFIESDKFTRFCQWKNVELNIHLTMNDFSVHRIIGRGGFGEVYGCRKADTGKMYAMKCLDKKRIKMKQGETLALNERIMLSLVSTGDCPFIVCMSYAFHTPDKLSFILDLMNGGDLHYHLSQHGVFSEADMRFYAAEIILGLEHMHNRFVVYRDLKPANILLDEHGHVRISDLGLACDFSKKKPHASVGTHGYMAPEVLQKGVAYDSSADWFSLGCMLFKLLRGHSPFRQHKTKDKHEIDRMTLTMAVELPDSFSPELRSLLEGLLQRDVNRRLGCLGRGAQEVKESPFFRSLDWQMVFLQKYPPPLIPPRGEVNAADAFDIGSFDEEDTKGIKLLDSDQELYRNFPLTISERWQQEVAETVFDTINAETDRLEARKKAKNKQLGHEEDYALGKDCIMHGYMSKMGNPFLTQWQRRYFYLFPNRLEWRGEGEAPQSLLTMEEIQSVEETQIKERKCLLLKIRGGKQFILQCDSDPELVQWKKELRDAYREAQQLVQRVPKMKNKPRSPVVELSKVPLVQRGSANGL
CR mimetic SO – reduction of superoxide in aged yeast, primary screen, HTS. S. cerevisiae aged cells, superoxide DHE fluorescence; active compounds read low. superoxide response (% of plate mean), % at 10 µM. actives 0.18% (n = 330,000);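 active = superoxide response under a set limit, about three screen SD below normal, cut at about 65% in these data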;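 note: yeast aged for seven days with compound at 30 °C before DHE staining; 100% = average MFI of all compound-treated wells on the plate with controls excluded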
Bcl-xL primary – inhibitors of human Bcl-xL, primary screen, biochemical, fluorescence polarization, HTS; Bcl-2-like protein 1 (Homo sapiens), Q07817; GST-Bcl-xL / FITC-Bim BH3 peptide fluorescence polarization; inhibition, % at 10.9 µM; actives 0.7% (n = 320,000); AID 2129, 2009;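 active = inhibition above the mean of all tested compounds plus 3 SD, cutoff set per campaign, cut at about 30% in these data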;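 note: 0% = DMSO wells and 100% = unlabeled Bim-BH3 peptide competitor; inhibitors lower millipolarization by displacing the labeled peptide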
CIT2-GFP yeast – modulators of CIT2-GFP expression in yeast, primary screen, S. cerevisiae, GFP fusion, multiplex flow cytometry, MLPCN library. actives 0.065% (n = 320,000). GFP response vs DMSO, % at 10 µM. S. cerevisiae CIT2-GFP strain, 3 h; 100 means same as DMSO wells;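 active = GFP response relative to DMSO above a set limit, near the screen mean plus 3 SD, cut at about 150% in these data; inconclusive = Fewer than 70 cells measured for a yeast strain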;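 note: ratio of well median GFP fluorescence to mean of DMSO wells on the plate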
VLA-4 inh – inhibition in human VLA-4 binding assay, primary screen, VLA-4 allosteric modulator project, MLPCN library, flow cytometry, VLA-4 expressing cells; Integrin alpha-4 (Homo sapiens), P13612; ligand binding flow cytometry; inhibition, % (about 7 µM as worked out from the volumes in the protocol); actives 0.2% (n = 330,000); in the data active = inhibition above about 50%
GLD-1 RNA inh – GLD-1/TGE RNA complex disruptors, primary screen, biochemical, fluorescence polarization | purified GLD-1 + fluorescein TGE RNA | inhibition, % at 5.96 µM | actives 0.44% (n = 320,000) | AID 2280, 2010;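 active = percent inhibition above a per-plate cutoff, the plate mean of test compounds plus 3 SD, cut at about 30% in these data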;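 note: 0% = DMSO wells with GLD-1 and probe and 100% = wells lacking GLD-1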
Target sequence (Q17339 whole entry, looked up): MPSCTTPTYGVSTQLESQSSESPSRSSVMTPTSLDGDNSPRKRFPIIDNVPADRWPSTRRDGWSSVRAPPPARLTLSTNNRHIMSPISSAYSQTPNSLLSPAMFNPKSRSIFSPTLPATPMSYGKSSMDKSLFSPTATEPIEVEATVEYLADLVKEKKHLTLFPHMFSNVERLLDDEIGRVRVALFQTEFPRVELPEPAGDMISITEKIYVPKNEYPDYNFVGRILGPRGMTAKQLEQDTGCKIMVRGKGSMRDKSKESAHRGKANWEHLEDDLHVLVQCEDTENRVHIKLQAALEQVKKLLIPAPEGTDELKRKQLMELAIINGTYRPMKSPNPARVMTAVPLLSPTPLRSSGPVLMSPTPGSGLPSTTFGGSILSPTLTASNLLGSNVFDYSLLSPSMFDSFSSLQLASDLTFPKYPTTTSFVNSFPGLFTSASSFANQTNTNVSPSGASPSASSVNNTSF
Active calls of the source: *; ? = inconclusive; / = no result given.

SMILES	AGP1-GFP MLPCN	MEX-5 binding	MCL1-BIM inh	GRK2 inh	CR mimetic SO	Bcl-xL primary	CIT2-GFP yeast	VLA-4 inh	GLD-1 RNA inh
CCOC(=O)c1nn(-c2ccc(F)cc2)c(C)c1C(C)=O	87.6	1.2	-2.1	1.0	115.4	-1.4	88.0	4.3	13.0
Cc1cc(C)cc(N=c2c([N+](=O)[O-])nn(-c3ccc(Cl)cc3)n2O)c1	96.0	/	6.5	2.0	106.0	4.6	100.1	6.0	-1.1
O=C(CCN1CCN(c2ccc(F)cc2)CC1)Nc1ccccc1F	114.8	0.0	-2.1	0.0	109.8	1.4	103.5	-0.8	4.0
Cc1c(C(=O)O)cnc2c([N+](=O)[O-])cnn12	97.0	-4.9	1.7	27.0	109.7	7.4	104.3	11.4	-0.9
CCON1C(=O)C(C)(C)N(OCC)C(=O)C1(C)C	96.0	-0.3	3.8	4.0	92.2	3.6	85.3	3.7	5.9
COc1cc(C(=O)NNC(=O)CCOc2ccccc2C)cc(OC)c1OC	96.3	/	/	0.0	101.9	/	109.6	-13.3	-1.4
COC(=O)[C@H]1CCCN1C(=O)Nc1cccc(Oc2c(F)c(F)c(F)c(F)c2F)c1	99.9	/	3.0	0.0	127.4	1.1	90.5	-14.4	-0.5
Nc1c(C(=O)OCC2CCCO2)c2nc3ccccc3nc2n1-c1ccc2c(c1)OCCO2 (centres undefined)	98.8	0.9	-5.7	1.0	109.1	-5.0	106.5	-0.1	0.9
C=CCc1ccccc1OCC(O)CNC(=O)c1ccccc1C(=O)O (centres undefined)	105.9	/	13.9	3.0	98.5	6.1	111.3	-0.3	-4.5
Cc1ccc2c(c1)Oc1ccccc1C=C2C(=O)O	100.4	-2.5	10.7	4.0	103.4	1.6	84.1	10.8	-3.2
Cc1c(C)n(CCC#N)c2ccccc12	100.2	1.6	2.9	0.0	89.7	-1.5	107.7	13.5	-1.1
CC1CCCN(C(=O)CNC(=O)c2cccs2)C1 (centres undefined)	105.5	/	5.7	0.0	132.2	3.7	100.8	-5.7	-1.7
CC(NC(=O)CSc1nc(=O)cc(N)n1CCc1ccccc1)c1ccccc1 (centres undefined)	?	/	-5.1	1.0	109.6	-0.3	?	5.2	-7.1
O=C(COc1ccccc1F)c1ccc(O)cc1O	102.4	-1.0	7.0	7.0	103.8	5.0	101.3	-8.0	11.2
CCN(CC(=O)Nc1ccccc1C(F)(F)F)C(=O)C1CC(=O)N(Cc2ccccc2)C1 (centres undefined)	110.1	4.0	5.8	0.0	95.7	7.3	103.7	4.2	-2.8
CC(C)C(=O)Nc1ccc(C(=O)CSc2nnc(C3CC3)n2C2CC2)cc1	100.6	/	5.3	4.0	100.3	4.2	100.8	6.2	3.9
Cc1ccc(CNC(=O)COC(=O)c2cc3c(s2)CCC(C)C3)cc1 (centres undefined)	91.5	-2.0	10.3	0.0	99.4	3.5	97.7	10.8	5.8
CC(C)(C)c1ccc(C(=O)NCC(=O)NCc2ccccn2)cc1	100.5	/	-10.4	3.0	99.5	-2.7	103.7	-6.7	-1.1
CSc1nc2ccc(NC(=O)c3ccc(=O)[nH]c3)cc2s1	100.6	0.8	-17.6	0.0	106.5	-16.2	107.6	4.7	-3.6
COc1ccc(C(=O)Nc2ccccc2C(=O)NCCN2CCOCC2)cc1	99.8	2.4	1.5	1.0	99.4	4.2	103.9	3.1	2.3

The list goes on (2 carried over from the part before).
SMILES	AGP1-GFP MLPCN	MEX-5 binding	MCL1-BIM inh	GRK2 inh	CR mimetic SO	Bcl-xL primary	CIT2-GFP yeast	VLA-4 inh	GLD-1 RNA inh
CSc1nc2ccc(NC(=O)c3ccc(=O)[nH]c3)cc2s1	100.6	0.8	-17.6	0.0	106.5	-16.2	107.6	4.7	-3.6
COc1ccc(C(=O)Nc2ccccc2C(=O)NCCN2CCOCC2)cc1	99.8	2.4	1.5	1.0	99.4	4.2	103.9	3.1	2.3
O=[N+]([O-])c1ccc(CP(=O)(c2ccccc2)c2ccccc2)cc1	106.5	-0.6	/	3.0	107.7	/	102.3	-3.9	/
COc1ccc(-c2cc(C(F)(F)F)c(C#N)c(SCC(=O)O)n2)cc1	115.8	0.4	-1.6	0.0	118.2	2.6	115.3	0.6	-6.3
Cc1ccc(C)c(OCCCC(=O)NC2CCCCC2)c1	96.4	3.2	3.1	0.0	97.2	-1.1	98.1	5.6	3.9
Cc1cc(C)n(CCc2nc(-c3cccs3)cs2)n1	97.0	0.2	4.3	1.0	99.5	10.8	103.2	-17.0	0.8
CCS(=O)(=O)c1ccc(O)c(NC(=O)COc2ccccc2)c1	102.9	-1.4	9.5	0.0	107.5	2.6	93.0	10.1	-1.2
COc1ccc(NC(=O)N(Cc2cc3cc(OC)c(OC)cc3[nH]c2=O)CC2CCCO2)cc1 (centres undefined)	97.9	1.8	9.4	0.0	81.9	5.7	102.2	-7.0	-4.8
COC(=O)Cn1c(CN2CCc3ccccc3C2)nc2c1c(=O)n(C)c(=O)n2C	97.9	-1.7	1.4	2.0	93.4	2.5	104.2	-9.9	1.1
COC(=O)c1nnn(-c2cccc(Cl)c2)c1C(=O)OC	111.1	3.2	-3.3	2.0	98.1	-2.3	97.2	-9.3	-0.4
CCC1(C(=O)O)NC(c2cccc(OC)c2O)C2C(=O)N(c3ccccc3)C(=O)C21 (centres undefined)	106.4	-3.4	5.0	1.0	93.9	6.3	101.1	20.3	0.7
O=C(O)CC1(CC(=O)NCc2ccc(-c3cccs3)cc2)CCCCC1	107.1	0.0	2.3	2.0	105.5	5.5	105.1	1.3	2.7
OC(COc1ccc(C2C=CCC2)cc1)CN1CCCCC1 (centres undefined)	94.4	-2.0	-0.6	62.0*	86.9	3.3	93.8	-1.4	-0.2
COc1ccc(N=C2CCS(=O)(=O)c3sccc32)cc1	105.1	-2.1	2.4	13.0	98.3	1.3	102.1	2.1	-0.6
COc1ccc(Cn2c(=S)[nH]c3ccccc32)cc1	94.3	0.2	-39.2	1.0	95.1	-48.0	80.2	5.8	-1.8
N/C(=N\c1nc(CSc2ccc(Cl)cc2)cc(=O)[nH]1)Nc1cccc2ccccc12	100.2	0.5	1.5	0.0	83.4	-3.6	86.7	-10.8	4.2
COc1cc(C(=O)OCc2cc(=O)n3ccsc3n2)ccc1OC(C)C	100.7	/	/	0.0	107.7	/	101.1	-10.3	3.3
COC(=O)C1CCN(C(=O)c2cc3ccccc3oc2=O)CC1	97.7	-0.2	-2.8	0.0	113.7	3.5	98.8	9.7	0.0
COc1ccc(Cl)cc1C(=O)Nc1ccc2nc3n(c(=O)c2c1)CCCC3	85.5	2.1	/	1.0	110.3	/	84.6	13.9	/
O=C(Nc1cccnc1)c1cccc(-c2cc3ccccc3oc2=O)c1	92.3	-2.9	1.5	2.0	103.6	3.7	101.3	0.7	-0.1
Cc1ccc(C(=O)NC(NC(=S)Nc2ccc(S(N)(=O)=O)cc2)C(Cl)(Cl)Cl)cc1 (centres undefined)	111.4	-4.5	9.7	3.0	87.9	2.8	103.4	-20.3	2.9
CC1(C)OC(=O)C(=CNc2ccc(F)cc2)C(=O)O1	99.0	-1.5	0.1	2.0	110.9	1.6	102.1	11.6	4.4

Individual results from the entries so far:
COc1ccc(N=C2CCS(=O)(=O)c3sccc32)cc1 | VLA-4 inh: 2.1
COC(=O)Cn1c(CN2CCc3ccccc3C2)nc2c1c(=O)n(C)c(=O)n2C | GLD-1 RNA inh: 1.1

Next section
SMILES	AGP1-GFP MLPCN	MEX-5 binding	MCL1-BIM inh	GRK2 inh	CR mimetic SO	Bcl-xL primary	CIT2-GFP yeast	VLA-4 inh	GLD-1 RNA inh
Cc1cccc(C(=O)NCCCn2ccnc2)c1C	104.9	0.9	-0.3	0.0	92.8	4.2	111.7	-15.3	0.1
COC(=O)CSc1nc2ncccc2[nH]1	84.7	-1.2	1.8	2.0	94.2	2.0	90.9	7.0	0.9
CC(NC(=O)C1C(=O)N(CCO)C2(C)CC1c1ccccc1O2)c1ccccc1 (centres undefined)	101.5	0.3	13.8	1.0	111.0	5.6	105.7	-0.3	-4.9
Cc1ccc(CNS(=O)(=O)CCNC(=O)c2ccccc2)cc1	98.0	-2.0	-1.4	2.0	91.4	2.3	82.1	-1.5	5.8
Cc1ccc(S(=O)(=O)N(C)C)cc1NC(=O)COC(=O)Cc1n[nH]c(=O)c2ccccc12	111.2	4.6	-1.3	0.0	94.7	4.2	100.2	4.5	7.5
COc1ccccc1NS(=O)(=O)c1cccc(C(=O)NN=C2CCCC2)c1	97.4	-3.2	4.9	2.0	93.5	3.4	106.0	12.3	-2.4
COc1ccc(/C=C/C(=O)c2cc(F)ccc2OC(=O)c2ccccc2C)cc1OC	92.4	0.0	5.0	9.0	102.2	3.6	89.7	-2.6	-0.4
COc1ccc(S(=O)(=O)Nc2ccccn2)cc1OC	86.6	-0.7	14.0	0.0	118.6	7.5	85.6	-3.5	10.8
O=C(N/N=C/c1ccc(OC(=O)c2ccccc2Cl)cc1)c1cc(O)cc(O)c1	87.2	1.2	/	55.0*	94.0	/	87.0	-14.2	/
O=C(COc1ccc2ccc(=O)oc2c1)Nc1ccc2c(c1)OCCO2	99.7	-1.5	0.4	14.0	88.6	5.6	100.4	-3.9	3.3
S=c1[nH]nc(-c2ccncc2)n1/N=C/C=C/c1ccco1	97.8	-1.9	21.6	4.0	94.6	-8.5	102.8	-8.7	8.8
CCc1ccc(CNC(=O)CCn2ccc3cc(S(=O)(=O)N4CCCC4)ccc32)cc1	108.5	0.9	5.1	2.0	128.6	7.5	103.0	2.1	1.5
Cc1ccc(-c2cccc(OC(=O)c3ccccc3F)c2)cc1	100.0	1.8	1.5	3.0	96.6	3.8	98.2	14.8	4.0
Cc1ccc(CN2CCN(/N=C/C(Br)=C\c3ccccc3)CC2)cc1	103.3	2.1	2.8	0.0	98.2	3.8	102.1	-4.9	3.4
COc1cccc(N2[C@@H](CC(C)=O)c3cc(C(F)(F)F)ccc3S2(=O)=O)c1	99.3	0.8	-2.0	0.0	105.8	4.1	97.9	20.5	-7.7
CC(=O)Nc1ccc(S(=O)(=O)N2CCC(NC(=O)c3ccco3)CC2)cc1	105.5	0.1	0.9	0.0	96.9	2.7	98.1	32.9	1.3
CCOC(=O)c1cc(CC)sc1NC(=O)CN1CCN(C(=O)c2ccco2)CC1	94.4	-0.9	2.2	1.0	110.8	0.0	88.1	6.4	6.5
CCOC(=O)CN1C(=O)N[C@@H](c2ccccc2)[C@H](C(C)=O)[C@H]1C	99.3	-0.7	3.1	0.0	109.2	1.0	92.5	-0.4	1.5
Nc1nnn(-c2ccccc2)c1-c1ccccc1	106.7	1.3	5.1	0.0	77.8	3.2	95.2	11.0	7.0
COc1ccc(CC(=O)NCc2n[nH]c(=S)n2-c2ccccc2)cc1	98.4	2.6	-3.3	4.0	96.8	-7.4	94.0	0.8	5.6
CCOC(=O)CNC(=O)CSc1nnc(-c2cccc(OC)c2)n1CC	100.8	2.2	1.1	0.0	101.0	-4.3	91.1	20.1	-3.4

Source: PubChem BioAssay
